Screening data as filed in PubChem.
CRFBP-R2 block = antagonists of CRF-binding protein/CRF-R2 receptor complex. HEK293 CRF-R2/CRF-BP, CRF-induced calcium fluorescence. 0.59% of 350,000 active. inhibition, % at 11.8 µM;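 active = inhibition of the ligand-induced calcium signal above about 50% at the single tested concentration, limit read from the data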
GalR3 antag = human GalR3 antagonism. O60755. HEK293 GalR3-CNG cAMP membrane potential fluorescence; galR3 body fused to GalR1 C-terminus. inhibition, % at 3 µM. 0.44% of 360,000 active. AID 651719;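 active = inhibition above the screen-wide average plus 3 SD, cut at about 13% in these data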;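 also: forskolin and galanin both at EC90 stimulate the cells; cAMP rise reported by CNG channel membrane potential dye signal; 0% = forskolin plus galanin with DMSO and 100% = forskolin alone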
Target sequence (O60755 1-299 limits assumed): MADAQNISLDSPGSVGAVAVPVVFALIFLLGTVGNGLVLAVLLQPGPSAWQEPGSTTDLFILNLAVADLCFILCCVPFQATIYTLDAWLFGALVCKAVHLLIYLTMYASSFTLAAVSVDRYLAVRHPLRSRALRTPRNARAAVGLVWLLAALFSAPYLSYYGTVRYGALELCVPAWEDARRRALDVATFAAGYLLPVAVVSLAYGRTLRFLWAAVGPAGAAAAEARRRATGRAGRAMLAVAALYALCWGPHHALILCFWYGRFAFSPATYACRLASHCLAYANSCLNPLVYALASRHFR
CRFR2-BP ag = CRF-BP/CRF-R2 complex agonism; activation, % at 13.2 µM; AID 588473; 0.46% of 350,000 active; HEK293 CRF-R2/CRF-BP, calcium dye fluorescence (FLIPR); percent of saturating CRF peptide response;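 active = activation of at least 50%, plus an integration ratio under a set limit after plate pattern correction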;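 also: plate controls were neutral control wells without compound for no effect and CRF at EC100 for full effect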
* marks the source's active call; other numbers are inactive results. This is a subset (hit frequency here may not be typical).

(1) COc1ccc(CCNC(=O)c2ccc(Cl)c(S(=O)(=O)N3CCCCCC3)c2)cc1
(2) O=C(Nc1ncccc1O)c1ccc(Cl)c(S(=O)(=O)N2CCCC2)c1
(3) CC1(C)O[C@@H]2[C@H](O1)[C@@H](CO)O[C@H]2n1cnc2c(N)ncnc21
(4) C=CCn1nc(C(=O)N2CCOCC2)cc1-c1sc(NC(=O)c2ccccc2)nc1C
(5) CCOc1ccc(CCNC(=O)COC(=O)c2cccc(S(=O)(=O)N3CCCC3)c2)cc1OCC
(6) CCC(C)(C)C1CCC2(CC1)NC(=O)N(CC(=O)N1CCN(c3ccccc3OC)CC1)C2=O (centres undefined)

Assay by compound | 1 | 2 | 3 | 4 | 5 | 6
CRFBP-R2 block | -7.4 | -8.1 | 4.6 | 15.6 | 2.0 | -18.8
GalR3 antag | 88.0* | -8.3 | -2.5 | -5.0 | -2.6 | 4.8
CRFR2-BP ag | 3.4 | 2.0 | -2.2 | -2.2 | -0.1 | 3.4

(7) CN(C(=O)COC(=O)c1cc(S(=O)(=O)N(C)C)ccc1Cl)C1CCS(=O)(=O)C1 (centres undefined)
(8) C[C@H](CO)N1C[C@H](C)[C@@H](CN(C)S(=O)(=O)c2ccccc2)Oc2ccc(NC(=O)Nc3ccc(C(F)(F)F)cc3)cc2C1=O
(9) COc1cccc(C(=O)NNC(=O)CCN2CCN(c3ccccc3)CC2)c1
(10) CC(C)(C)NCC(O)COc1cccc2c1CCC(=O)N2 (centres undefined)
(11) CC(C)[C@H](NC(=O)c1ccccc1F)C(=O)OCC(=O)Nc1sccc1C(N)=O
(12) O=C(OCc1ccccc1)N1CCC2CC1c1cc(-c3ccccc3)ccc12 (centres undefined)

Assay by compound | 7 | 8 | 9 | 10 | 11 | 12
CRFBP-R2 block | 12.6 | -6.8 | -0.3 | -8.3 | -4.7 | 8.3
GalR3 antag | -4.8 | -6.3 | -3.7 | -0.7 | -5.3 | -7.0
CRFR2-BP ag | -2.1 | 1.1 | -1.9 | -1.7 | 1.2 | 2.2

5 of these compounds, reformatted.
no. | CRFBP-R2 block | GalR3 antag | CRFR2-BP ag | compound
8 | -6.8 | -6.3 | 1.1 | C[C@H](CO)N1C[C@H](C)[C@@H](CN(C)S(=O)(=O)c2ccccc2)Oc2ccc(NC(=O)Nc3ccc(C(F)(F)F)cc3)cc2C1=O
9 | -0.3 | -3.7 | -1.9 | COc1cccc(C(=O)NNC(=O)CCN2CCN(c3ccccc3)CC2)c1
10 | -8.3 | -0.7 | -1.7 | CC(C)(C)NCC(O)COc1cccc2c1CCC(=O)N2 (centres undefined)
11 | -4.7 | -5.3 | 1.2 | CC(C)[C@H](NC(=O)c1ccccc1F)C(=O)OCC(=O)Nc1sccc1C(N)=O
12 | 8.3 | -7.0 | 2.2 | O=C(OCc1ccccc1)N1CCC2CC1c1cc(-c3ccccc3)ccc12 (centres undefined)

The list goes on.
(13) Cc1ccc(S(=O)(=O)N(Cc2cccc([N+](=O)[O-])c2)C(=O)N2CCN(C)CC2)cc1
(14) CN(CC(=O)Nc1ccccc1Cl)C(=O)CN1C(=O)NC(c2ccccc2)(c2ccccc2)C1=O
(15) Cc1ccc2nc3c(cc(S(=O)(=O)c4ccccc4)c(=N)n3C3CCCC3)c(=O)n2c1
(16) CNC(=O)C1(c2ccccc2)CCCCC1
(17) COC(=O)c1cc(CNC(=O)C2CC(=O)N(c3ccc4c(c3)OCCO4)C2)ccc1OC (centres undefined)
(18) COC1=C(Nc2ccc(OC)cc2)C(=O)C(OC)=C(Nc2ccc(OC)cc2)C1=O

Assay by compound | 13 | 14 | 15 | 16 | 17 | 18
CRFBP-R2 block | -0.4 | -10.5 | 10.9 | -2.4 | 10.4 | -7.1
GalR3 antag | -1.0 | -4.2 | -6.1 | 5.0 | -0.9 | -7.4
CRFR2-BP ag | 1.7 | -0.2 | 1.1 | -1.9 | -1.7 | -1.0

Reformatted with values under each structure: part of the list above.
The line under a structure holds: CRFBP-R2 block, GalR3 antag, CRFR2-BP ag
9	COc1cccc(C(=O)NNC(=O)CCN2CCN(c3ccccc3)CC2)c1
→ -0.3, -3.7, -1.9
11	CC(C)[C@H](NC(=O)c1ccccc1F)C(=O)OCC(=O)Nc1sccc1C(N)=O
→ -4.7, -5.3, 1.2

Remaining list, next part
(19) CCOC(=O)C1CCCN(C(=O)c2ccc3c(c2)OCCO3)C1 (centres undefined)
(20) CCN1CCN(c2ccc(S(=O)(=O)N3CCOCC3)cc2NC(=O)/C=C/c2ccc(OC)cc2OC)CC1
(21) CCOc1ccc(NC(=O)CN(C)C(=O)Cn2c(=O)cnc3ccccc32)cc1OCC
(22) CCOc1ccc(/C=C/C(=O)N(CC)CC(=O)Nc2c(F)cccc2F)cc1OC
(23) O=S(=O)(NCC(c1ccc2c(c1)OCO2)N1CCOCC1)c1ccccc1 (centres undefined)
(24) COc1ccc(C2CCc3cc(OC)c(OC)cc3C2NC=O)cc1OC (centres undefined)

Assay by compound | 19 | 20 | 21 | 22 | 23 | 24
CRFBP-R2 block | -2.7 | -0.4 | 6.1 | 7.8 | 3.6 | -11.1
GalR3 antag | 1.0 | -3.6 | -3.4 | -1.8 | -3.5 | -4.5
CRFR2-BP ag | 0.5 | 1.0 | -0.6 | 0.6 | 7.5 | 4.9

Three compounds already listed, arranged by SMILES length, lowest first.
(23) O=S(=O)(NCC(c1ccc2c(c1)OCO2)N1CCOCC1)c1ccccc1 (centres undefined)
(22) CCOc1ccc(/C=C/C(=O)N(CC)CC(=O)Nc2c(F)cccc2F)cc1OC
(21) CCOc1ccc(NC(=O)CN(C)C(=O)Cn2c(=O)cnc3ccccc32)cc1OCC

Assay by compound | 23 | 22 | 21
CRFBP-R2 block | 3.6 | 7.8 | 6.1
GalR3 antag | -3.5 | -1.8 | -3.4
CRFR2-BP ag | 7.5 | 0.6 | -0.6

Further entries
(25) CCn1cc(C(=O)OCC(=O)Nc2ccccc2OC(F)F)c(=O)c2ccc(C)nc21
(26) Cc1ccc(C(=O)NNC(=O)c2ccoc2C)s1
(27) CCOc1ccccc1N1CCN(C(=O)Cc2ccc(S(=O)(=O)N3CCOCC3)s2)CC1
(28) COc1cccc(N2CCN(C(=O)c3cc(C)oc3C)CC2)c1
(29) C[C@@H]1CN([C@H](C)CO)C(=O)CCCn2nncc2CO[C@H]1CN(C)S(=O)(=O)c1cccs1
(30) CC(=O)Nc1ccc(S(=O)(=O)NCCC(=O)Nc2ncccc2C)cc1

Assay by compound | 25 | 26 | 27 | 28 | 29 | 30
CRFBP-R2 block | 3.0 | -2.4 | 101.2* | 14.8 | 4.8 | 6.0
GalR3 antag | -4.8 | -2.9 | -2.9 | -5.9 | -1.8 | 0.9
CRFR2-BP ag | -4.5 | 0.2 | 0.4 | -1.5 | 3.6 | -1.2

(31) O=S(=O)(Nc1ccc(Cl)cc1NS(=O)(=O)c1ccccc1)c1ccccc1
(32) CN(c1ccc(F)cc1)S(=O)(=O)c1ccc(Cl)c(C(=O)NCC2(N3CCOCC3)CCCCC2)c1
(33) CN(CC(=O)Nc1ccc(OC(F)F)cc1)S(=O)(=O)/C=C/c1ccccc1
(34) CC1=C(C(=O)N2CCOCC2)CC(CC(=O)NC2CC2)C(=O)N1Cc1ccc(C(C)(C)C)cc1 (centres undefined)
(35) COc1ccc(-c2c(-c3ccsc3)oc(=O)c3cc(OC)c(OC)cc23)cn1
(36) O=C(CS(=O)(=O)c1ccccc1)Nc1ccccc1Br

Assay by compound | 31 | 32 | 33 | 34 | 35 | 36
CRFBP-R2 block | 40.8 | 22.1 | 9.8 | 38.6 | 6.2 | -26.1
GalR3 antag | -5.7 | -4.6 | -4.2 | -2.4 | -3.0 | -4.2
CRFR2-BP ag | 36.0 | 0.9 | 0.2 | -0.1 | -1.9 | 0.3

(37) O=C(CCN1C(=O)c2ccccc2S1(=O)=O)NCc1ccc(F)cc1
(38) C[C@H](CO)N1C[C@H](C)[C@@H](CN(C)S(=O)(=O)c2cccc(F)c2)OCc2cn(nn2)CCCC1=O
(39) O=C(COC(=O)c1cccc(OC(F)F)c1)NCC1CCCO1 (centres undefined)
(40) CC1(c2ccc(Cl)cc2)NC(=O)N(CC(=O)NC2CCCCC2)C1=O (centres undefined)
(41) OCC[C@@H]1C[C@H](O)[C@@H](O)[C@]2(OCc3ccc4ccccc4c32)O1
(42) O=C([C@@H]1CCCN1C1=NS(=O)(=O)c2ccccc21)N1CCN(c2ccccc2)CC1

Assay by compound | 37 | 38 | 39 | 40 | 41 | 42
CRFBP-R2 block | 1.0 | 3.2 | 3.1 | -13.3 | 3.4 | 7.1
GalR3 antag | -5.4 | -4.7 | -2.1 | -6.2 | -5.8 | -7.7
CRFR2-BP ag | 3.8 | 5.2 | 1.7 | 0.2 | -0.9 | -1.8

(43) C[C@@H]1CN([C@H](C)CO)C(=O)c2cccc(NS(=O)(=O)c3cccs3)c2O[C@H]1CN(C)Cc1ccccc1
(44) O=C1C=C(c2ccc3ccccc3c2)C[C@@H](c2ccc(Cl)cc2)C1
(45) CC(OC(=O)c1ccc(-n2cnnn2)cc1)C(=O)NCc1ccccc1 (centres undefined)
(46) CN(CC(=O)Nc1ccc(F)cc1)CC(=O)NC1CCCCC1
(47) COc1ccccc1C(=O)NCCC(=O)N(C)CC(=O)Nc1ccc(Cl)cc1

Assay by compound | 43 | 44 | 45 | 46 | 47
CRFBP-R2 block | -5.9 | -2.1 | -9.5 | -1.2 | -20.1
GalR3 antag | -3.8 | -0.5 | -0.7 | -0.4 | -1.9
CRFR2-BP ag | -0.8 | 1.8 | 0.9 | -1.1 | -0.7
